EP2 modulator – EP2 receptor modulators, cAMP readout, primary screen, cell-based, HTRF cAMP, PGE2 stimulation; EP2-expressing cells, cAMP HTRF FRET, PGE2 co-stimulation; induction, % at 25 µM; actives 0.83% (n = 260,000); AID 940, 2007;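 active = compounds whose cAMP rise, as percent of the full-agonist control response, exceeds 60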;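 note: rat C6 glioma line stably carrying human EP2 under a CMV promoter; the protocol text gives 20 µM as final concentration; 100% = response of wells given 1 µM PGE2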
CHOP inh – inhibitors of CHOP promoter induction, primary screen, cell-based, unfolded protein response, luciferase reporter; CHO-K1 CHOP-promoter luciferase, tunicamycin-induced, 15-18 h; inhibition, % at 10 µM; actives 3.8% (n = 220,000);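 active = compounds that reduced the stress-induced luciferase reporter signal by more than about 70% of percent inhibition, limit read from the data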;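 note: 0% = tunicamycin plus vehicle and 100% = wells without tunicamycin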
TRPN1 ag – zebrafish TRPN1 channel agonists, primary screen, cell-based, HEK293, calcium fluorescence; AID 1424, 2008; HEK293 zebrafish TRPN1-YFP, Fluo-8 calcium fluorescence; 100% = response to 87 µM carbachol; actives 0.18% (n = 220,000); transient receptor potential cation channel N1 (TRPN1/NompC), Danio rerio; activation, % at 3 µM;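 active = activation above its plate's cutoff, the mean activation of test wells on that plate plus 3 SD, cut at about 19% in these data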;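 note: 0% = DMSO alone and 100% = 87 µM carbachol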
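Material: zebrafish TRPN1-YFP in HEK293 cells. Doses: one dose of 3 µM, 0.3% DMSO. Incubation: dye 1 h 37 °C plus 30 min RT. Measured by: intracellular calcium fluorescence with Fluo-8.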
S1P4 antagonist – S1P4 receptor antagonists, primary screen, cell-based | Sphingosine 1-phosphate receptor 4 (Homo sapiens), O95977 | S1P4-expressing cells, antagonist mode, reporter read-out | inhibition, % at 4.98 µM | actives 0.26% (n = 220,000) | AID 1510, 2009; in the data active = inhibition above about 29%;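 note: 0% = wells stimulated with agonist and 100% = vehicle wells without agonist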
Target sequence (O95977 whole entry, looked up): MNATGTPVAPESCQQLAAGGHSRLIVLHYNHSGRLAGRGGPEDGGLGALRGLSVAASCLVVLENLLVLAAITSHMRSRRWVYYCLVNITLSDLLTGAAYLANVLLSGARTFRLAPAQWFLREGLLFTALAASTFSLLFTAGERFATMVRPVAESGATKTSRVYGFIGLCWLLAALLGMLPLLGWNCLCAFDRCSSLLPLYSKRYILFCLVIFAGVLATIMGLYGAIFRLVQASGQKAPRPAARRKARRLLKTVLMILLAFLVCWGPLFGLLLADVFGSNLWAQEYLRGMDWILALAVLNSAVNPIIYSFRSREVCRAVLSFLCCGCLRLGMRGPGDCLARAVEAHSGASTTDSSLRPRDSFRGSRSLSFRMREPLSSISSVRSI
NPY-Y2 PAM-ag – NPY-Y2 potentiators or agonists, primary screen, cell-based; activation, % at 3.6 µM; cells expressing NPY-Y2, potentiator/agonist read-out; actives 0.45% (n = 220,000); Neuropeptide Y receptor type 2 (Homo sapiens), P49146; AID 1359, 2008; in the data active = activation above about 27%;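 note: cells stimulated with NPY near EC25 plus isoproterenol at EC100; 0% = vehicle plus submaximal agonist and 100% = vehicle plus saturating agonist; some results beyond the cut were filed as inactive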
Target sequence (P49146 whole entry, looked up): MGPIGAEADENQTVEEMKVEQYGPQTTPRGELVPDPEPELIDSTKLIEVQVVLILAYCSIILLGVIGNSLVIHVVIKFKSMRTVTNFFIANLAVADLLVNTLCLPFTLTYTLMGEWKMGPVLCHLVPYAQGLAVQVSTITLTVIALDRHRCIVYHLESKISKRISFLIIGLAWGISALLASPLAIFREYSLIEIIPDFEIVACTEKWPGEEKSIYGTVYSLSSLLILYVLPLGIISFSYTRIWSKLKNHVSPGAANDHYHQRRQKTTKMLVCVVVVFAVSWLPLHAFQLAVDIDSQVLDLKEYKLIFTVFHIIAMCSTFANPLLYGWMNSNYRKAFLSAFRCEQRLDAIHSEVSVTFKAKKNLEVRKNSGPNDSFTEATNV
NPY1 pot ag – NPY-Y1 receptor potentiators or agonists, primary screen, cell-based | Neuropeptide Y receptor type 1 (Homo sapiens), P25929 | NPY-Y1 expressing cells, potentiator/agonist activation | activation, % at 3.6 µM | actives 0.37% (n = 220,000) | AID 1304, 2008; in the data active = activation above about 33%, passing the limit was not always enough;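 note: cells stimulated with NPY at EC10 then isoproterenol at EC100; 0% = low agonist plus stimulus and 100% = saturating agonist plus stimulus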
S1P4 ag – S1P4 receptor agonists, primary screen, cell-based; Sphingosine 1-phosphate receptor 4 (Homo sapiens), O95977; S1P4-expressing cell line, agonist reporter assay; activation, % at 4.98 µM; actives 0.35% (n = 220,000); AID 1509, 2009; in the data active = activation above about 11%;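 note: 0% = DMSO vehicle and 100% = reference agonist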
TRPML3 agonist – human TRPML3 channel agonists, primary screen, cell-based, HEK293 TRPML3-YFP, Fluo-8 calcium fluorescence, 3 µM; 100% = the carbachol control signal; activation, % at 3 µM; actives 0.29% (n = 220,000); Mucolipin-3 (Homo sapiens), Q8TDD5;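 active = activation above its plate's cutoff, the mean activation of the plate's test wells plus 3 SD, cut at about 12% in these data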;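 note: 0% = DMSO only wells and 100% = carbachol wells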
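Test system: TRPML3-YFP stable HEK293 cells. Doses: single point at 3 µM. Incubation: dye loading 1 h 37 °C then 30 min ambient, 125 s read. Signal: Fluo-8 calcium dye fluorescence, ex 470-495, em 515-575 nm. Measure: percent activation from peak-to-basal fluorescence ratio, scaled between DMSO and carbachol.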
NPY Y1 blocker – NPY-Y1 receptor antagonists, primary screen, cell-based; actives 1% (n = 200,000); AID 1040, 2008; HEK293-CNG Y1 cells, membrane potential fluorescence; NPY at EC95, then isoproterenol; inhibition, % at 3.6 µM;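 active = inhibition above the campaign mean inhibition of all tested compounds plus 3 SD, cut at about 20% in these data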;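 note: 0% = DMSO wells given NPY plus isoproterenol and 100% = isoproterenol alone without NPY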
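Material: Y1- and CNG-channel-expressing HEK293 cells / Probe or stimulus: NPY 25 nM then isoproterenol 1 µM plus Ro 20-1724 25 µM / Doses: 3.6 µM single dose, DMSO 0.4% / Schedule: compound incubation 1 h at room temperature, readout 45 min post-stimulation / Signal: membrane potential fluorescence / Benchmarks: isoproterenol-only wells as full block versus NPY-plus-isoproterenol wells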
The depositor's hits bear a star; . = no result given. Outcome played no part in choosing rows; about 6.5% have a hit in one of these screens.

SMILES | EP2 modulator | CHOP inh | TRPN1 ag | S1P4 antagonist | NPY-Y2 PAM-ag | NPY1 pot ag | S1P4 ag | TRPML3 agonist | NPY Y1 blocker
O=C(CSc1nnc(Cc2ccccc2)n1-c1cccc(Cl)c1)NNC(=O)Cc1ccccc1 | 6 | 9 | 0.1 | -1 | 0 | -21 | 0.5 | 0.4 | 2
O=C(CCSc1ccccc1)Nc1ccc(S(=O)(=O)Nc2ncccn2)cc1 | 17 | 19 | 0.5 | -13 | -1 | 4 | -0.1 | 0.9 | -3
CC(=O)Nc1ccc(S(=O)(=O)NCc2ccccn2)cc1 | -14 | 5 | -1.9 | -4 | -4 | 4 | 0.5 | 0.4 | -1
Cc1cc(C(=O)N2CCc3c([nH]c4ccccc34)C2c2c(F)cccc2Cl)no1 (stereo not drawn) | 1 | 4 | 1.5 | -1 | 12 | 17 | 0.4 | 1.7 | -3
CCOC(=O)C1(Cc2ccccc2C(F)(F)F)CCN(CC2CC2)CC1 | -39 | 13 | 0.3 | -11 | -10 | -15 | -2.0 | 1.8 | 20
Cc1nc(-c2nc(CC(=O)NNC(=O)c3ccc(Cl)cc3)cs2)cs1 | -3 | -22 | -0.8 | -2 | 6 | 4 | -1.2 | 0.4 | .
O=c1c2c(nc3cc(-c4ccc(Br)cc4)[nH]n13)CCCC2 | -47 | 73* | -0.6 | 8 | 2 | 11 | 0.7 | 0.9 | 0
Cc1ccc(OC(=S)Nc2ccccc2)c(C)c1 | -51 | -3 | 1.4 | 5 | -9 | 0 | 0.7 | 0.1 | -1
COc1ccccc1NC(=O)CSc1nnc(C)n1Cc1ccccc1 | -16 | 19 | -0.6 | -13 | -1 | 3 | 2.2 | 0.1 | 6
O=C(NCC1CCC(C(=O)O)CC1)OCc1ccccc1 (stereo not drawn) | 3 | 18 | 1.4 | -10 | 1 | 31 | -1.1 | -0.6 | 4
COc1ccc(C2c3c(noc3C)CC(C)(O)C2C(C)=O)cc1 (stereo not drawn) | -13 | -11 | 0.1 | -12 | 9 | 16 | 1.6 | -0.1 | .
Cc1cc(-c2n[nH]c(=S)n2/N=C/c2ccc(C)o2)n[nH]1 | 15 | 22 | 1.9 | 0 | 12 | -6 | 0.2 | 0.2 | .
CCCCn1c(SCc2nnc(-c3ccccc3)o2)nc2c1c(=O)n(C)c(=O)n2C | -35 | -9 | 0.5 | -7 | -2 | -19 | -0.1 | 0.8 | 4
Cc1ccc(CC(=O)OCCNC(=O)c2cccnc2)cc1 | -11 | -11 | 1.7 | -9 | 17 | -4 | 0.0 | 0.4 | 1
CC(=O)c1cccc(NC(=O)N2CCC(NC(=O)C34CC5CC(CC(C5)C3)C4)CC2)c1 | -22 | 13 | 1.9 | -13 | -14 | -12 | 0.7 | 3.2 | -3
COc1cccc(C(O)c2nc3ccccc3n2C(C)C)c1 (stereo not drawn) | 27 | 8 | 0.6 | 3 | 14 | 1 | -1.0 | 0.1 | 2
CN1C(=O)C(CC(=O)NCCc2ccccc2)N(NC(=O)c2ccc(Cl)cc2)C1=S (stereo not drawn) | 8 | 17 | -0.4 | 8 | 11 | -6 | 0.3 | 0.2 | .
Cc1ccc(C(=O)Nc2ccc(N3CCOCC3)cc2)cc1 | 28 | 1 | 0.7 | -13 | 13 | 17 | 0.2 | 0.2 | -2
N#Cc1nc(-c2ccc(OCc3ccccc3)cc2)oc1N1CCC(C(N)=O)CC1 | -4 | 36 | 0.2 | 8 | -17 | 13 | 0.4 | 0.4 | -6
COc1ccc2oc(=O)c(C(=O)NCc3ccco3)cc2c1 | 15 | 7 | 0.5 | -6 | -7 | 2 | 0.2 | 0.5 | -5
CC(=O)N(c1nc(CCl)cs1)c1ccc(C)cc1C | 62* | 9 | 0.6 | -10 | 3 | 3 | 0.9 | 0.4 | 0
COc1ccc(-c2oc(/N=C/N3CCOCC3)c(C#N)c2-c2ccc(OC)cc2)cc1 | 5 | 9 | -0.7 | 4 | 28 | 20 | 1.4 | -0.5 | -7
Cc1cccc(NC(=O)c2sc3nc(N)c(C#N)cc3c2N)c1 | -9 | -9 | 2.0 | -10 | 9 | 9 | 1.3 | 0.3 | 4
Oc1ccccc1/C=N/n1cnn(Cc2ccccc2Cl)c1=S | -13 | 8 | -1.0 | -11 | 5 | 8 | 0.1 | 0.5 | 0
O=C(NC1CCCC1)c1ccc(CNc2c(N3CCOCC3)c(=O)c2=O)cc1 | 0 | 9 | 2.4 | -9 | 4 | 3 | -0.2 | 0.5 | 3
CC(c1ccco1)N(C(=O)Nc1ccccc1)C1CCCCC1 (stereo not drawn) | 46 | 36 | 0.3 | -26 | -9 | 1 | -2.7 | 0.4 | 1
CC(C)NC(=O)NC(=O)COC(=O)C1(C)CC1(Cl)Cl (stereo not drawn) | -8 | 0 | 0.6 | 9 | -6 | -6 | 0.7 | 0.7 | 6
COc1cc(N(C)C)c([N+](=O)[O-])cc1C(=O)NC(C)CNc1ccc([N+](=O)[O-])cc1Cl (stereo not drawn) | -4 | 8 | -0.6 | -7 | 10 | 3 | 3.0 | 0.9 | 5
CC(NC(=O)c1cc(COc2c(F)cccc2F)on1)c1cnn(-c2ccccc2)c1 (stereo not drawn) | -80 | -9 | 2.8 | -5 | -15 | -36 | -0.5 | 0.8 | 22*
COCCNC(=S)Nc1cc(S(=O)(=O)N2CCOCC2)ccc1N1CCCCC1 | 19 | -16 | -1.0 | 3 | -1 | 2 | -0.1 | 0.4 | 0
CCS(=O)(=O)NCCc1csc(C)n1 | -4 | -10 | -0.5 | -13 | 6 | 12 | -1.2 | 0.4 | 2
O=C(Nc1cc(C(F)(F)F)ccc1N1CCOCC1)c1cccnc1Cl | -8 | -2 | 0.1 | 0 | 2 | -13 | 2.1 | -0.1 | -1
Cc1cc2ccccc2n2c(SCC(=O)NCC3CCCO3)nnc12 (stereo not drawn) | 12 | 9 | -0.3 | -1 | -1 | -5 | -1.3 | 0.6 | -3
CC(C)NS(=O)(=O)c1ccc2c(c1)NCC2 | 4 | 23 | -1.8 | -7 | 9 | -4 | 0.9 | -0.3 | -1
CCC(=O)N(CC)Cc1cc(=O)[nH]c2ccccc12 | -4 | -23 | 1.7 | 13 | -2 | -20 | -1.1 | 0.4 | 2
CN1CCN(NC(=O)c2ccc(S(=O)(=O)N3CCCCCC3)cc2)CC1 | 28 | -10 | 1.3 | 2 | 2 | -2 | -1.1 | 0.7 | 2
CC(C)(C)N1NC(=O)Nc2ccccc2C1=O | 1 | 9 | 1.8 | 9 | -4 | 2 | -1.6 | 0.7 | 2
CCOC(=O)C(NC(=O)c1ccccc1)(N1CCOCC1)C(F)(F)F (stereo not drawn) | 40 | 14 | 0.1 | -2 | 7 | -3 | 0.7 | 0.1 | 0
Cc1ccc(-n2c(CCc3nc4ccccc4[nH]3)n[nH]c2=S)cc1 | 13 | -7 | 0.7 | -3 | 5 | 10 | 0.4 | 0.5 | -6
O=C(c1ccccc1)c1c(O)cc(-c2ccccc2)oc1=O | 16 | -24 | 1.0 | -17 | 14 | 2 | 0.0 | 0.9 | -3
COC(=O)CSc1nc(-c2ccc(F)cc2)cc(C(F)(F)F)n1 | 11 | 8 | -0.7 | -6 | -13 | -27 | 1.5 | 0.3 | 7
CCC(CC)c1nnc(NC(=O)COc2ccc3c(C)cc(=O)oc3c2)s1 | 15 | 29 | 1.3 | -22 | -6 | -6 | 2.8 | 0.9 | -4
Cc1onc(-c2c(Cl)cccc2Cl)c1C(=O)c1c[nH]c(C(=O)NCC2CCCO2)c1 (stereo not drawn) | -21 | 7 | 2.4 | 13 | 8 | 6 | -0.9 | 1.8 | 2
Cc1nn(-c2ccccc2)c(C)c1/C=C/C(=O)OC(C)C(N)=O (stereo not drawn) | 19 | -8 | 2.1 | 3 | 0 | 9 | 0.8 | 0.9 | 0
Cc1ccccc1NC(=O)C1CCCN1/C=C/C(=O)C(F)(F)F (stereo not drawn) | 17 | -6 | -0.1 | -25 | 5 | -11 | 0.8 | -0.3 | 9
Cc1cc(C(F)F)nn1CC(=O)N1CCSCC1 | 17 | 11 | 1.4 | 0 | 4 | -1 | -0.5 | -0.2 | -2
Cc1ccc(Cn2nc(C)c(/C=N/NC(=O)c3cccnc3)c2C)cc1 | -5 | 4 | -0.1 | -7 | -11 | -19 | -0.8 | 0.4 | 8
CN(C)S(=O)(=O)c1ccc(Cl)c(NC(=O)COC(=O)CN2C(=O)C3CCCCC3C2=O)c1 (stereo not drawn) | -4 | -6 | 3.4 | -4 | -2 | -10 | -1.8 | 1.1 | 1
Cc1cc(C)n(CCC(=O)N/N=C/c2c(O)ccc3ccccc23)n1 | -22 | 88* | -0.2 | -13 | 8 | 26 | 0.1 | 0.5 | .
O=c1oc(-c2ccccc2)nc2sc3c(c12)CCC3 | 21 | -19 | -0.1 | -3 | -8 | -46 | 2.2 | 0.7 | 0
Cc1ccc(C)c(-n2c(SCC(=O)NC(C(=O)O)C(C)C)nnc2-c2cccc(Cl)c2)c1 (stereo not drawn) | 26 | 1 | 0.3 | 5 | 15 | 8 | -1.1 | 1.0 | 0
CCCCSc1nnc(-c2ccc(NC(=O)CC)cc2)n1C | 19 | 9 | 1.1 | 3 | 17 | 0 | -3.0 | 0.5 | 1
CCc1nc(NCCN2CCOCC2)c2oc3ccccc3c2n1 | 6 | -17 | 1.2 | -7 | -20 | -7 | -2.5 | 0.1 | 10
Cc1nn(Cc2ccc(Cl)cc2Cl)c(C)c1NC(=O)c1sc2ccccc2c1Cl | -36 | 35 | -0.3 | -36 | -7 | -13 | 1.6 | 0.2 | 2
COc1ccc(CN2C(=O)CN=C2Nc2ccc(C)cc2C)cc1 | 35 | 25 | -1.2 | 2 | 6 | 3 | -2.3 | 0.0 | 2
O=C(CSc1ccccc1)Nc1ccncc1 | -18 | 33 | 1.8 | 1 | -1 | -1 | 2.8 | 1.1 | 5

Just NPY-Y2 PAM-ag and TRPML3 agonist, for some of the entries so far:
| structure | NPY-Y2 PAM-ag | TRPML3 agonist |
| --- | --- | --- |
| Cc1cc(C(F)F)nn1CC(=O)N1CCSCC1 | 4 | -0.2 |
| Cc1ccc(Cn2nc(C)c(/C=N/NC(=O)c3cccnc3)c2C)cc1 | -11 | 0.4 |
